KOR beta-arrestin-1 = kappa opioid receptor blockers – cell-based, luminescence, uHTS (AID 1778); inhibition, % at 10 µM; hits with a dose series show IC50 in µM; KOR beta-arrestin recruitment, luminescence, antagonist mode; higher % means a stronger effect; actives 0.091% (n = 290,000); in the data active = inhibition above about 50%; also: strong numbers were not always called active
GPR35 arrestin U2OS = GPR35 antagonists blocking zaprinast-driven arrestin recruitment, primary screen, imaging, U2OS, beta-arrestin-GFP, zaprinast agonist (AID 2058). actives 0.052% (n = 290,000). one-dose inhibition, % at 10 µM; IC50 in µM for titrated hits. U2OS GPR35 beta-arrestin-GFP translocation imaging, zaprinast antagonism; higher % means a stronger effect;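 active = inhibition of at least 50% with at least 30 cells and total cytoplasm GFP at most 10,000,000; inconclusive = under 30 cells or total GFP of 10,000,000 plus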
AID2073 = inhibitors of Mint1-CaV2.2 protein interaction, biochemical, HTRF (AID 2073); HTRF protein-protein interaction, Mint1-CaV2.2; higher % means a stronger effect; inhibition, % at 20 µM, or IC50 in µM where a hit was titrated; actives 0.19% (n = 290,000); in the data active = inhibition mostly above about 51%, no sharp cut-off; inconclusive = no clear call, values can overlap the other calls; inactive = mostly below about 53%; also: some results filed as inactive read as strong as hits
GPR55 LPI antagonism = GPR55 antagonists blocking LPI-driven arrestin recruitment, primary screen, imaging, U2OS, beta-arrestin-GFP, LPI agonist (AID 2013) | U2OS GPR55 beta-arrestin-GFP translocation imaging, LPI antagonism; higher % means a stronger effect | inhibition, % at 10 µM; hits with a dose series show IC50 in µM | actives 0.13% (n = 290,000);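 active = spots per cell inhibited over 60%, with over 100 cells counted and total cytoplasm intensity under 500,000; inconclusive = wells with under 100 cells, flagged as likely toxic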;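 also: U2OS cells stably carrying GPR55 and arrestin-GFP stimulated by 5 µM LPI near EC80; imaged beta-arrestin-GFP aggregate spots per cell after agonist stimulation; plate controls were LPI-stimulated DMSO wells for no effect and DMSO wells without LPI for full effect; some results filed as inactive read as strong as hits; confirmed hits need IC50 under 10 µM and bright autofluorescent wells are also inconclusive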
KOR beta-arrestin-2 = KOR agonists, beta-arrestin recruitment, primary screen, cell-based, luminescence, uHTS (AID 1777). actives 0.02% (n = 280,000). KOR beta-arrestin recruitment, luminescence; higher % means a stronger effect. activation, % at 10 µM, or EC50 in µM where a hit was titrated; in the data active = activation above about 50%, passing the limit was not always enough; also: a part of the inactive calls stands beside numbers as strong as those of hits
Siah-1 displacement = blockers of Siah-1 interaction with plectin peptide – biochemical, fluorescence polarization, rhodamine-plectin, uHTS, primary screen (AID 1817); displacement, % at 20 µM; hits with a dose series show IC50 in µM; Siah-1 / rhodamine-plectin peptide fluorescence polarization; higher % means a stronger effect; actives 0.02% (n = 290,000);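 active = displacement of at least 50% at 20 µM, with a fluorescence ratio check between 0.3 and a set limit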;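 also: plate controls were Siah plus tracer with DMSO for no effect and tracer alone without Siah for full effect; strong numbers were not always called active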
NOD1 inhibition = inhibition of NOD1-driven NF-kB reporter – cell-based, luminescence, uHTS, primary screen (AID 1578); NOD1-driven NF-kB luciferase reporter cells, luminescence; higher % means a stronger effect; one-dose inhibition, % at 4 µM; EC50 in µM for titrated hits; actives 1% (n = 290,000); in the data active = inhibition mostly above about 36%, no sharp cut-off; inactive = mostly below about 34%;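 also: HEK-293T reporter cells stimulated with the NOD1 agonist gamma-tri-DAP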
GPR55 beta-arrestin = selective activators of receptor GPR55 – imaging, U2OS cells, beta-arrestin-GFP redistribution, primary screen (AID 1961); U2OS GPR55 beta-arrestin-GFP redistribution imaging; higher % means a stronger effect; activation, % at 10 µM, or EC50 in µM where a hit was titrated; actives 0.048% (n = 290,000);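 active = activation above 40% with more than 50 cells counted in the well; inconclusive = wells holding fewer than 50 cells, flagged as toxic or sparse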;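 also: U2OS osteosarcoma cells stably expressing GPR55 and beta-arrestin-GFP; plate controls were DMSO negative control for no effect and LPI positive control for full effect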
HIV peptide binding = cell-free HIV fusion peptide-binding blockers – biochemical, uHTS, fluorescence dequenching, primary screen (AID 1986) | cell-free peptide binding, fluorescence dequenching, 30 min; higher % means a stronger effect | actives 0.3% (n = 290,000) | one-dose inhibition, % at 20 µM; IC50 in µM for titrated hits; in the data active = inhibition mostly above about 52%, no sharp cut-off; inactive = mostly below about 76%; also: some results filed as inactive read as strong as hits
* marks the source's active call; other numbers are inactive results; ? = inconclusive; · = no result given; [ ] = another dose, or the depositor's remark.

Values run as follows: KOR beta-arrestin-1, GPR35 arrestin U2OS, AID2073, GPR55 LPI antagonism, KOR beta-arrestin-2, Siah-1 displacement, NOD1 inhibition, GPR55 beta-arrestin, HIV peptide binding
- CCCc1cc(=O)oc2cc(OCC(=O)NC(Cc3ccc(Cl)cc3)C(=O)O)ccc12 (configuration not stated)
→ -45%[20 µM], 7%, 4%, -9%, -2.6%, 1%, -13%, 0.9%, 3.2%
- Cc1ccc(CNC(=O)c2cc(-c3cc(C)cc(C)c3O)n[nH]2)cc1
→ -8%, 5%, 6%, 21%, -4.5%, 4%, -9%, -0.2%, -2.0%
- O=C(NNc1cccc(Cl)c1)c1cccnc1Cl
→ 14%, -1%, -7%, 0%, -3.5%, 3%, -40%, -0.3%, -0.9%
- Cc1cc(C)c2nc(NNC(=O)c3ccc(S(=O)(=O)N4CCc5ccccc5C4)cc3)sc2c1
→ 9%, 12%, 50%, 19%, 0.0%, -14%, -30%, -0.2%, 12%
- Cc1ccc(Cn2c(SCC(=O)N/N=C/c3ccc(C)o3)nc3ccccc32)cc1
→ 8%, -9%, -8%, 9%, 0.7%, 6%, 2%, -0.1%, -3.5%
- Cc1ccc2cc(CN(Cc3nnnn3Cc3ccco3)CC3CCCO3)c(=O)[nH]c2c1C (configuration not stated)
→ 5%, 2%, 22%, -2%, -1.1%, 0%, -24%, 0.2%, 20%
- Cc1ccc2nc(NC(=O)c3ccc(Cn4cc(Cl)cn4)o3)sc2c1
→ 11%, -1%, 12%, 8%, -3.5%, 17%, -38%, 0.6%, -3.4%
- CCn1cc([N+](=O)[O-])c(C(=O)NCc2ccc3c(c2)OCO3)n1
→ -43%, -11%, -5%, 14%, -4.9%, 2%, -36%, 0.2%, 0.3%
- CC(=O)C1=C(O)C(=O)N(c2ccc(S(=O)(=O)Nc3nccs3)cc2)C1c1ccc([N+](=O)[O-])cc1 (configuration not stated)
→ -17%, 0%, -4%, 3%, 3.6%, 1%, -21%, 0.2%, 17%
- COc1ccc(Cl)cc1S(=O)(=O)N1CCCC(C(=O)NCCc2ccccc2)C1 (configuration not stated)
→ 9%, 7%, 16%, 11%, 0.2%, -2%, -1%, -0.1%, 1.3%
- O=C(NCCc1ccccc1)C(=O)NCC1OCCCN1S(=O)(=O)c1cccs1 (configuration not stated)
→ -2%, 9%, 9%, 6%, -5.8%, 9%, -41%, 0.8%, 0.6%
- O=C(Nc1ccc(CN2CCOCC2)cc1)c1cc2ccccn2n1
→ 2%, 0%, 9%, 3%, -1.3%, -2%, 27%, 0.7%, 1.1%
- CCc1ccccc1NC(=S)NNC(=O)c1ccccc1Cl
→ 11%, -11%, -13%, -6%, -7.7%, 3%, -48%, -0.2%, -1.5%
- Cc1ccc(CCNC(=O)CN2C(=O)COc3ccc(S(=O)(=O)N4CCOCC4)cc32)cc1
→ -23%, 10%, -4%, 10%, 6.9%, -4%, -12%, 0.0%, -0.1%
- O=C(NCCC1=CCCCC1)C(=O)NCc1ccccc1
→ 16%, -3%, 21%, 4%, 1.3%, -3%, -4%, -0.4%, -2.2%
- Cc1ccc(-c2noc(CCCOc3ccc(Cl)cc3Cl)n2)cc1
→ -12%, 4%, 8%, 9%, 1.6%, -4%, 1%, -0.1%, 4.9%
- Cc1cccc(C2N(c3nccs3)C(=O)C3CCCN32)c1 (configuration not stated)
→ 3%, -9%, -12%, 3%, 21%, -1%, -26%, 0.0%, -3.2%
- NS(=O)(=O)c1ccc2nc(NC(=O)CS(=O)(=O)c3ccc(F)cc3)sc2c1
→ -31%, 7%, 3%, 0%, 2.6%, -2%, -5%, -0.3%, 19%
- COC(=O)N/N=C/c1cc(OC)c(O)c([N+](=O)[O-])c1
→ 25%, -4%, -5%, 2%, 1.5%, -2%, -15%, -0.4%, 3.1%
- S=C1Nc2cc(Cl)ccc2Sc2ccccc21
→ 4%, -4%, 0%, 4%, 2.7%, 4%, -17%, -0.3%, -1.5%
- COc1cccc(C(=O)N2CCN(S(=O)(=O)Cc3ccccc3)CC2)c1
→ -28%, 16%, 2%, 11%, -1.1%, 1%, 7%, -0.4%, 3.2%
- Fc1c(F)c(F)c(CSc2nc3ccccc3[nH]2)c(F)c1F
→ 35%, 1%, -15%, 2%, 0.5%, 7%, ·, -0.1%, 0.0%
- COc1ccc(C(=O)Cn2c(NCCO)nc3ccccc32)cc1OC
→ 32%, -2%, -2%, 0%, -0.1%, 5%, -24%, 0.1%, 2.2%
- O=C(O)Cc1ccc(NC(=O)c2cccc(NC(=O)c3ccco3)c2)cc1
→ -19%, -15%, 2%, 4%, 2.0%, 0%, -34%, -0.2%, 7.6%
- Cc1cc(C)nc(NNC(=O)c2ccccc2O)n1
→ -12%[20 µM], 10%, 20%, 20%, ·, 4%, -8%, -0.1%, -0.9%
- CCOc1cccc(CN(C)CC2CCCN(CCc3ccc(Cl)cc3)C2)c1O (configuration not stated)
→ -6%, -7%, 34%, 6%, 0.6%, -2%, -14%, -0.1%, -1.3%
- CCOC(=O)C1(O)CSc2nc3sc(C(=O)O)c(C)c3c(=O)n21 (configuration not stated)
→ -9%, -4%, 0%, 12%, 5.7%, 2%, ·, -0.2%, 1.8%
- O=C(NC1CCCc2c1cnn2-c1ccc(F)cc1F)c1ccccn1 (configuration not stated)
→ -15%[20 µM], 7%, -2%, ·, ·, -3%, -12%, -0.2%, 1.7%
- OC1CCCN(Cc2nc(Cc3ccccc3Cl)no2)C1 (configuration not stated)
→ 10%[20 µM], 0%, -13%, 10%, ·, -3%, -3%, -0.1%, -1.6%
- Cc1onc(-c2ccccc2Cl)c1C(=O)OCC(=O)c1ccc2c(c1)OCCO2
→ -30%, -11%, 7%, 3%, -0.6%, -2%, 21%, 0.2%, -1.1%

Next part (five carried over from the part before).
Values run as follows: KOR beta-arrestin-1, GPR35 arrestin U2OS, AID2073, GPR55 LPI antagonism, KOR beta-arrestin-2, Siah-1 displacement, NOD1 inhibition, GPR55 beta-arrestin, HIV peptide binding
- CCOc1cccc(CN(C)CC2CCCN(CCc3ccc(Cl)cc3)C2)c1O (configuration not stated)
→ -6%, -7%, 34%, 6%, 0.6%, -2%, -14%, -0.1%, -1.3%
- CCOC(=O)C1(O)CSc2nc3sc(C(=O)O)c(C)c3c(=O)n21 (configuration not stated)
→ -9%, -4%, 0%, 12%, 5.7%, 2%, ·, -0.2%, 1.8%
- O=C(NC1CCCc2c1cnn2-c1ccc(F)cc1F)c1ccccn1 (configuration not stated)
→ -15%[20 µM], 7%, -2%, ·, ·, -3%, -12%, -0.2%, 1.7%
- OC1CCCN(Cc2nc(Cc3ccccc3Cl)no2)C1 (configuration not stated)
→ 10%[20 µM], 0%, -13%, 10%, ·, -3%, -3%, -0.1%, -1.6%
- Cc1onc(-c2ccccc2Cl)c1C(=O)OCC(=O)c1ccc2c(c1)OCCO2
→ -30%, -11%, 7%, 3%, -0.6%, -2%, 21%, 0.2%, -1.1%
- CCOc1ccc(OCc2ccc(C(=O)NC(C)C)o2)cc1
→ -16%[20 µM], 4%, 5%, -11%, -0.1%, -1%, -3%, -0.1%, -0.2%
- Cn1c(=O)c(=O)n(C)c2cc(S(=O)(=O)CCC(=O)Nc3cccc(C(F)(F)F)c3)ccc21
→ -38%, -4%, -2%, 3%, -4.6%, 10%, -27%, -0.3%, -0.5%
- COc1ccccc1/C=C(/C#N)C(=O)O
→ 20%, 2%, 10%, 7%, 6.5%, 7%, -10%, 0.2%, 2.4%
- COc1ccccc1C(=O)N/N=C(\C)CC(=O)Nc1ccc(Cl)cn1
→ 3%, -11%, 5%, 4%, -0.9%, 2%, -4%, 0.4%, 0.8%
- CCC1CCCCN1Cc1nc2c(c(=O)n(C)c(=O)n2C)n1Cc1ccccc1 (configuration not stated)
→ 20%, -8%, -6%, -2%, -0.2%, 0%, 0%, -0.1%, -1.6%
- CS(=O)(=O)N1CCn2c1nc1ccccc12
→ ·, -11%, -2%, -8%, ·, -2%, 18%, -0.1%, -0.1%
- Cc1ccccc1CN1C[C@@H]2C[C@@H](c3cn[nH]c3-c3ccccc3)N3CCC[C@@]23C1=O
→ 6%, -9%, 17%, -3%, 4.6%, 1%, -29%, 0.2%, 0.2%
- COc1ccc(CCNC(=O)c2cc(S(=O)(=O)N3CCC4(CC3)OCCO4)ccc2F)cc1OC
→ -21%, -1%, 3%, -4%, 5.3%, -13%, -20%, 0.4%, 0.8%
- CCN(CC)S(=O)(=O)c1cc(C(=O)N2CCc3ccccc32)ccc1Cl
→ 3%, -10%, 2%, 9%, -3.1%, -2%, -4%, 0.2%, -1.9%
- Cn1nnnc1SCC(=O)N1CCN(c2ccccc2)CC1
→ -9%, 2%, -14%, 4%, -0.6%, 2%, -31%, -0.1%, 1.4%
- CCOC(=O)C1=C(C)N=C2SC=C(C)N2C1c1ccc(OC)cc1 (configuration not stated)
→ 5%[20 µM], 3%, 9%, -1%, ·, 1%, -13%, -0.1%, -0.9%
- O=C(NCCc1ccccn1)c1ccc(OC2CCN(CCc3ccccc3)CC2)cc1
→ -8%, 9%, 7%, 12%, 1.1%, -2%, -70%, 0.2%, 1.5%
- CN1CCN(c2nc3c(c(=O)n(C)c(=O)n3C)n2CCSc2nc3ccccc3s2)CC1
→ -15%, -6%, -5%, -12%, 0.4%, 1%, -7%, -0.1%, -0.1%
- COC(=O)C1=C(NC(=O)C2CCCCC2)CCS1
→ -5%, 4%, 4%, 5%, -4.7%, -1%, -19%, -0.1%, 3.1%
- Cc1csc(NC(=O)CCCC(=O)O)c1-c1nc2ccccc2s1
→ -10%, -2%, ?, -4%, 0.3%, 4%, 1%, -0.2%, 27%
- CC(=O)N1CCN(C(=S)NCCc2ccccc2)CC1
→ 4%, 14%, -31%, 16%, -8.7%, 7%, -17%, 0.2%, 1.2%
- O=C(CSc1cccc(C(F)(F)F)c1)NCc1ccccc1
→ -7%, 26%, 1%, 3%, 1.8%, 9%, -6%, -0.2%, 0.0%

Some of these compounds in order of the Siah-1 displacement value, largest number first:
SMILES,KOR beta-arrestin-1,GPR35 arrestin U2OS,AID2073,KOR beta-arrestin-2,Siah-1 displacement,NOD1 inhibition,HIV peptide binding
CC(=O)N1CCN(C(=S)NCCc2ccccc2)CC1,4%,14%,-31%,-8.7%,7%,-17%,1.2%
Cc1csc(NC(=O)CCCC(=O)O)c1-c1nc2ccccc2s1,-10%,-2%,?,0.3%,4%,1%,27%
Cc1ccccc1CN1C[C@@H]2C[C@@H](c3cn[nH]c3-c3ccccc3)N3CCC[C@@]23C1=O,6%,-9%,17%,4.6%,1%,-29%,0.2%
COC(=O)C1=C(NC(=O)C2CCCCC2)CCS1,-5%,4%,4%,-4.7%,-1%,-19%,3.1%
CS(=O)(=O)N1CCn2c1nc1ccccc12,·,-11%,-2%,·,-2%,18%,-0.1%

This is a subset; the hit share may differ from the screen's.
